High-throughput results as filed in PubChem BioAssay.
IL2 activator: qHTS of IL-2 Activators | 0.065% of 360,000 active | activation, % (series mostly up to about 46 µM) | IL-2 activation reporter assay, cell-based qHTS; stimulated with anti-CD3/CD4/CD28 beads; in transgenic mouse T cells; in the data active = activation above about 50%; inconclusive = mostly about 30% to 49%; note: 0% is about no effect
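EGFP and DsRed fluorescence is measured by plate cytometry in unstimulated transgenic mouse T cells exposed to compound for 60 minutes, then stimulated 18 hours at 37 degrees C with anti-CD3/anti-CD4 beads plus anti-CD28.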
PI5P4K alpha inh: qHTS for Inhibitors of phosphatidylinositol 5-phosphate 4-kinase (PI5P4K); Phosphatidylinositol 5-phosphate 4-kinase type-2 alpha (Homo sapiens), P48426; 1.2% of 330,000 active; PI5P4Kalpha enzyme, ADP-Glo luminescence, 60 min; active compounds read low; max response, %; active = max response of -50% or lower; inconclusive = between -30% and -50%; inactive = -30% or higher; note: value at the top dose of about 77 µM; % is set by controls: 0 for no effect and ±100 for the full control effect
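Controls without substrate or without enzyme flank wells where PI5P4Kalpha converts substrate using 5 microM ATP (final). Incubation lasts 60 minutes at room temperature; ADP formed is read by ADP-Glo luminescence.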
CCT modulator: High-Throughput Screening for Modulators of Cytosolic Chaperonin Activity; 0.3% of 360,000 active; purified chaperonin ATPase assay, HTRF ADP detection, 30 min; AID 651819, 2012; activity change, % (concentration not given with the values), hits read low; in the data active = activity change below about -30%; note: % is set by controls: 0 for no effect and ±100 for the full control effect
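We incubate TRiC, 40 or 20 nM final, with library compounds at 76 uM and 10 uM ATP for 30 min at 37 °C. ADP formed is detected with Transcreener HTRF reagents after 30 min at room temperature.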
EPAC2 ag: qHTS for Agonist of cAMP-regulated guanine nucleotide exchange factor 4 (EPAC2): primary screen; Rap guanine nucleotide exchange factor 4 (Homo sapiens), Q8WZA2; EPAC2 activation, biochemical qHTS; response scale: 100% = 6.5 mM cAMP response; Potency, µM (doses to about 154 µM), for inactives: at the highest dose activation, usual class: activators; 0.079% of 360,000 active; AID 720711, 2013; note: potency is the fitted concentration of half-maximal effect; nearly all actives have a fitted effect of over 50% in size
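EPAC2 (100 nM) mixed with Rap1B loaded with BODIPY-GDP (250 nM) plus 50 uM unlabeled GDP; compounds pinned in, 5 min RT, then read every 5 min for 30 min (ex 480, em 540 nm). Normalized to cAMP control.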
EPAC1 agonist: qHTS for Agonist of cAMP-regulated guanine nucleotide exchange factor 3 (EPAC1): primary screen. 0.073% of 360,000 active. Rap guanine nucleotide exchange factor 3 (Homo sapiens), O95398. AID 720707, 2013. Potency, µM (highest dose often 154 µM), for the others: top-dose activation, usual class: activators. EPAC1 agonist qHTS, biochemical assay; response scale: 100% = response to 6.5 mM cAMP; note: potency is the fitted concentration of half-maximal effect; nearly all actives have a fitted effect of over 60% in size
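Multi-concentration qHTS readout: loss of Rap1B-bound BODIPY-GDP fluorescence driven by 100 nM EPAC1 with excess GDP (50 uM), monitored kinetically at room temperature; agonist response expressed relative to 6.5 mM cAMP.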
WRN inhibitor: qHTS for Inhibitors of WRN Helicase. Bifunctional 3'-5' exonuclease/ATP-dependent helicase WRN (Homo sapiens), Q14191. WRN helicase unwinding, fluorescent forked duplex, kinetic. Potency, µM (doses to about 114 µM), for the others: top-dose activity change, negative = inhibition, actives largely listed as inhibitors. 0.46% of 360,000 active. AID 651768, 2012; note: potency is the fitted concentration of half-maximal effect; % is set by controls: 0 for no effect and ±100 for the full control effect; nearly all actives have a fitted effect of over 55% in size
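Kinetic fluorescence helicase assay: unwinding of a quenched forked DNA duplex (100 nM final) with 2 mM ATP final raises red fluorescence (525/598 nm). Compounds sat 15 min at room temperature with 20 nM WRN beforehand.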
PLK1 PBD block: qHTS for Inhibitors of PLK1-PDB (polo-like kinase 1 - polo-box domain): Primary Screen | Plk1 PBD binding of FITC phosphopeptide, fluorescence polarization | Potency, µM, inactives show max response, negative = inhibition, hits mostly inhibitors | 2.8% of 360,000 active | Serine/threonine-protein kinase PLK1 (Homo sapiens), P53350 | AID 720504, 2013; note: potency is the fitted concentration of half-maximal effect; series mostly up to about 57 µM; % is set by controls: 0 for no effect and ±100 for the full control effect; nearly all actives have a fitted effect of over 65% in size
EPAC1 antagonist: qHTS for Antagonist of cAMP-regulated guanine nucleotide exchange factor 3 (EPAC1): primary screen; EPAC1 GEF assay, Rap1b-BODIPY-GDP exchange fluorescence; Rap guanine nucleotide exchange factor 3 (Homo sapiens), O95398; 0.14% of 360,000 active; Potency, µM (titrated, usually from 115 µM), without a hit: at the top dose activity change, negative = inhibition, usual class: inhibitors;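 note: potency is the fitted concentration of half-maximal effect; plate controls were vehicle for no effect and positive control for full effect; nearly all actives have a fitted effect of over 50% in size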
* = called active by the depositor; ? = inconclusive; nt = not tested or not shown; [ ] = remark or other dose. Unless noted, calls come from the whole dose curve; as a rule, active = well fitted curve in the direction sought with a large enough effect; inconclusive = small, poorly fitted or top-dose-only effect, or another doubt; inactive = no such curve, though single readings can be large; an effect the other way counts as inactive or inconclusive.

The line under a structure holds: IL2 activator | PI5P4K alpha inh | CCT modulator | EPAC2 ag | EPAC1 agonist | WRN inhibitor | PLK1 PBD block | EPAC1 antagonist
O=C(Nc1ccccc1)OCc1cc(-c2ccccc2Cl)on1
    0.2 | 0 | -1.2 | -85%[inhibitor][15.6 µM] | 15% | -6% | 6% | -4%
CC(C)(C)C1CCc2c(sc(NC(=O)C3CC=CCC3C(=O)O)c2C#N)C1 (configuration not stated)
    0.1 | 2 | -0.6 | -4% | -15% | -29%[57.1 µM] | 21µM* | -29%
O=C(CCc1ccc(O)cc1)c1c(O)cc(O)cc1O
    -0.4 | -69* | 0.2 | 3% | -16% | -3% | -7% | -7%
O=S(=O)(c1ccccc1)n1ccc2cccnc21
    -0.1 | 3 | 0.8 | 12% | 9% | 3% | -5% | 11%
O=C(NC(=S)NCCN1CCOCC1)c1ccc(F)cc1
    0.1 | 4 | -0.2 | 7% | -11% | 1% | 1% | 0%
Cc1cc(C(F)(F)F)nn1C(=O)c1cccnc1Cl
    0.2 | -7 | -6.1 | 0% | 3% | 1% | -8% | -8%
Nc1nnc(SCC(=O)OCC(=O)c2ccccc2Br)s1
    -1.5 | -3 | -7.3 | 1% | 0% | 0% | -14% | 12%
Nc1ccc(CCNc2ncnc3c2ncn3[C@@H]2O[C@H](CO)[C@@H](O)[C@H]2O)cc1
    -0.5 | 8 | 0.9 | 1% | -4% | -11% | -8% | -15%
COc1ccc(C(O)c2nc(-c3cccc(CO)c3)cs2)cc1 (configuration not stated)
    -0.5 | 1 | -2.2 | 9% | -8% | 4% | -10% | -16%
CC(=O)Nc1cc(-c2cccnc2)cn2c(-c3cccc(C(F)(F)F)c3)cnc12
    1.2 | -29 | -3.5 | 26% | -3% | -3% | -24% | -11%
Cc1ccc(CN2CCN(CC(=O)NCc3ccc(Cl)cc3)C2=O)cc1
    0.1 | -5 | -4.3 | 8% | 3% | -2% | -13% | 5%
CCCCn1c(N)c(N(CC(C)C)C(=O)CSc2n[nH]c(-c3ccc(C)cc3)n2)c(=O)[nH]c1=O
    2.8 | -2 | 0.3 | 0% | -5% | 8% | -3% | 0%
CC1(C)CC(N2CCOCC2)=CC(=S)N1
    0.3 | -23 | -3.0 | 2% | 14% | -6% | -10% | 4%
COc1ccc(N2CCC(CNC(=O)Nc3cccc(OC)c3)C2)cc1 (configuration not stated)
    -1.8 | nt | 0.3 | 14% | 22% | -8% | -9% | -6%
O=C(Nc1cccnc1)c1cc(-c2ccc(Cl)cc2Cl)on1
    0.8 | 6 | -13 | 2% | 10% | -6%[57.1 µM] | -7% | 10%
COc1ccccc1N1CCN(C(=O)C2Cc3ccccc3CN2C(=O)c2ccco2)CC1 (configuration not stated)
    -1.8 | -2 | -4.6 | 10% | 0% | -25% | -17% | -8%
Cc1ccccc1NC(=O)NNC(=O)c1ccc2ccccc2c1O
    -2.7 | -5 | -1.9 | 0% | -4% | -2% | -14% | 6%
O=C(Cc1ccc(F)cc1)Nc1nnc(SCC(=O)NC2CCCC2)s1
    -0.3 | 1 | 1.1 | 12% | 1% | -11% | -5% | -2%
Cc1oc(-c2ccc(Cl)cc2)nc1CN1CCC(C(=O)NCc2ccco2)CC1
    -3.6 | nt | -2.0 | 7% | 6% | -7% | -10% | 7%
NNc1ccc(Cl)nn1
    -0.2 | 5 | 1.1 | 0% | 10% | -6% | -1% | -28%
O=C(COc1cccc2c1CCNC2=O)Nc1cccc(C(F)(F)F)c1
    -0.2 | 5 | -3.1 | -14% | -2% | -9% | 1% | -10%
O=C1[C@H]2[C@@H](c3ccc(F)cc3)N3C(=O)N(c4cccc(F)c4)C(=O)[C@@]3(Cc3ccc(Cl)cc3)[C@H]2C(=O)N1C1CCCCC1
    0.4 | -2 | 0.6 | -4% | 4% | -4% | -5% | -17%
COc1cccc(NC(=O)N2CCC(C(N)=O)(N3CCCCC3)CC2)c1
    -0.4 | 3 | -5.4 | -9% | 3% | 5% | -11% | 12%
Cc1cc(C)n(S(=O)(=O)c2cccc([N+](=O)[O-])c2)n1
    1.3 | -6 | -0.7 | 3% | 8% | 1% | -15% | -8%
CC(=O)N1CCN(C(=S)Nc2ccc(SC(F)F)cc2)CC1
    -0.2 | -16 | 3.1 | 3% | 4% | 0% | 21µM* | 10%
CCOc1ccc(C(=O)Nc2cccc(C(=O)O)c2C)cc1Cl
    -4.0 | 17 | 2.1 | 0% | -1% | 3% | 5% | 10%
O=C(c1ccc(F)cc1)N1CCCCC(Sc2nnnn2-c2ccccc2)C1=O (configuration not stated)
    0.1 | 13 | 1.2 | 19% | 10% | -8% | -3% | -19%
COc1ccc(S(=O)(=O)Nc2cccnc2)cc1
    0.4 | 1 | -1.0 | 0% | -2% | 2% | ? | -10%
CCOC(=O)c1ccc(NC(=O)c2cc(=O)[nH]c3ccccc23)cc1
    -1.4 | 0 | 0.0 | -6% | -9% | 2% | 5% | -13%
Cc1cc(N/C(=N\S(=O)(=O)c2ccc(Cl)cc2)c2ccc(F)cc2)no1
    -2.1 | 7 | 2.7 | 4% | 3% | -6% | 0% | 2%
CCOC(=O)[C@H]1[C@H]2COc3ccc(Br)cc3[C@H]2N2C(=O)CN(Cc3ccc(Cl)cc3)C(=O)[C@@]12C
    -0.7 | 8 | -0.2 | 0% | -5% | -14% | -4% | -23%
CCOC(=O)c1cnc(Cc2ccccc2)[nH]c1=O
    0.0 | -2 | -1.3 | 17% | 8% | 0% | -6% | 11%
CC1CN(C(=O)CCC(=O)NCCc2ccccc2)c2ccccc2O1 (configuration not stated)
    -1.1 | 7 | 0.0 | -5% | 3% | -4% | -2% | -28%
N#Cc1cccc(OC(=O)C2CCN(C(=O)c3ccc(F)cc3)CC2)c1
    -3.0 | -2 | 2.4 | -8% | 2% | 3% | -3% | 11%
Cc1cc(NC(=O)NC(=O)c2cccc(OC(F)(F)C(F)F)c2)n[nH]1
    -1.6 | 0 | 0.4 | -4% | 0% | 6% | 1% | 2%
CC(=O)NC(Cc1c[nH]c2ccccc12)C(=O)NCCc1ccccn1 (configuration not stated)
    -3.6 | -14 | -2.2 | 7% | 17% | 2% | 27% | 1%
Cc1nc2ccc([N+](=O)[O-])cc2c(=O)n1Cc1cccc(F)c1
    0.2 | -7 | -1.0 | 9% | 2% | 7% | -4% | -16%
CCN(CC(=O)Nc1ccccc1C(F)(F)F)C(=O)c1ccc(N2C(=O)CCC2=O)cc1
    -2.7 | -4 | -3.3 | 10% | 4% | -27% | -10% | 9%
Cc1ccc(S(=O)(=O)N(CC(=O)N2CCCCCC2)c2ccccc2)cc1
    0.0 | nt | -1.7 | 10% | -1% | -3% | -6% | 7%
Cc1ccc(N(CC(=O)N2CCN(c3ccc(F)cc3)CC2)S(=O)(=O)c2c(C)nn(C)c2C)cc1
    -0.7 | 5 | 1.9 | -2% | 2% | -11% | -8% | -11%
O=C(CCSCCC(=O)NCc1ccc(F)cc1)NCc1ccc(F)cc1
    0.1 | 0 | -0.3 | -1% | -3% | -16% | -11% | 5%
Cc1ccc(-c2nc(N)n(C(=O)Cc3ccccc3)n2)cc1
    4.1 | 1 | -1.7 | -12% | -2% | -7% | -1% | 1%
CCCCc1nc(Cl)c(CO)n1Cc1ccc(-c2ccccc2-c2nnn[nH]2)cc1
    -0.3 | -3 | -1.9 | 2% | -16% | 3% | -3% | 0%
COc1cccc(C(C(=O)NCc2ccccc2)N2CCN(c3cccc(C)c3C)CC2)c1OC (configuration not stated)
    -0.9 | 3 | nt | 5% | 12% | -10% | -3% | -15%
CC(OC(=O)c1cc(=O)[nH]c2ccccc12)C(=O)Nc1ccccc1F (configuration not stated)
    0.1 | -9 | 1.0 | -6% | -3% | 5% | -3% | 2%
COc1ccc([C@@H]2CC=C(C(=O)O)[C@H](c3ccc(C(C)(C)C)cc3)N2S(=O)(=O)c2ccc(C)cc2)cc1OC
    -0.4 | -3 | 0.1 | -4% | 13% | -5% | 0% | -16%
CN1/C(=C\C=C2\N=C(c3ccc(F)cc3)OC2=O)C(C)(C)c2ccccc21
    2.4 | -2 | -4.5 | 16% | 4% | -30% | 24% | -16%
CCN(CC)C(=O)c1cccc(-c2csc(C(O)c3ccc(F)c(OC)c3)n2)c1 (configuration not stated)
    -0.8 | -4 | -2.1 | 17% | -7% | 0% | -7% | -8%
COC(=O)C1=C(NC(C)=O)CCS1
    0.1 | 8 | -0.8 | 5% | 9% | 8% | -6% | 9%
COc1ccc(C(C(=O)NC2CCCCC2)N(Cc2cccs2)C(=O)Cc2c[nH]c3ccccc23)cc1OC (configuration not stated)
    -2.0 | nt | -2.7 | -10% | -20% | 2% | -1% | -4%
COC(=O)[C@]12CCCCC=C1N(CCc1ccc(OC)c(OC)c1)C(=O)[C@H](CC(=O)NCc1ccccc1)C2
    -0.5 | -2 | nt | -1% | 1% | 0% | 5% | 6%
CC(OC(=O)C1=COCCO1)C(=O)NC1(C#N)CCCCC1 (configuration not stated)
    0.0 | -1 | -1.8 | 9% | 2% | 11% | -5% | -7%

Copied from the list:
Under WRN inhibitor, Cc1ccc(S(=O)(=O)N(CC(=O)N2CCCCCC2)c2ccccc2)cc1 has the entry -3%
Under EPAC1 agonist, CC(OC(=O)C1=COCCO1)C(=O)NC1(C#N)CCCCC1 (configuration not stated) has the entry 2%
Under EPAC2 ag, COC(=O)[C@]12CCCCC=C1N(CCc1ccc(OC)c(OC)c1)C(=O)[C@H](CC(=O)NCc1ccccc1)C2 has the entry -1%

These rows are one share of the data; rates above refer to the full screens.
